Large T inhibition: SV40 large T antigen inhibitors, biochemical (AID 1903); 310,000 tested, 0.39% active; SV40 large T antigen ATPase/helicase inhibition assay; higher % means a stronger effect; one-dose inhibition, % at 20 µM; IC50 in µM for titrated hits; in the data active = a potency from the dose series; inconclusive = inhibition mostly from about 32% at the one dose, without a potency; inactive = the rest, 99 in 100 with inhibition below about 32%; note: strong numbers were not always called active
PhoP inhibition: inhibitors of PhoP regulon expression, primary screen, Salmonella Typhimurium, GFP reporter (AID 1863) | 300,000 tested, 0.16% active | one-dose inhibition, % at 50 µM; IC50 in µM for titrated hits | S. Typhimurium PhoP-regulated promoter GFP reporter, 4 h; higher % means a stronger effect;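 active = inhibition over 29.93%, a cutoff 3 SD above the screen mean, later confirmed by dose response; inconclusive = inhibition over 29.93% but no dose response follow-up; inactive = inhibition at most 29.93% or unconfirmed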;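 note: 0% = low Mg2+ inducing control and 100% = high Mg2+ repressing control; strong numbers were not always called active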
TNAP activation fold: human TNAP enzyme activators, primary screen, biochemical, luminescent, no phosphate acceptor, uHTS (AID 1001); purified TNAP, luminescent activation assay, no phosphate acceptor; higher activation fold means a stronger effect; one-dose activation fold at 20 µM; EC50 in µM for titrated hits; 200,000 tested, 0.03% active; in the data active = activation fold from about 3, or a potency from the dose series; inactive = the rest, 99 in 100 with activation fold below about 1.6; note: many of its hits are not listed in these tables
T cell modulator: T cell immune modulators affecting CD8 T cell-vesicle binding | 2C CD8+ T cell-vesicle binding, flow cytometry; stronger effect = lower value | calls only at 7 µM | 330,000 tested, 0.068% active | AID 2052;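 active = response, share of CD8 T cells binding vesicles, and their 90th percentile fluorescence all below set limits, cut at about 80% in these data, passing the limit was not always enough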
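material = purified 2C TCR transgenic mouse naive CD8+ T cells | controls = Unloaded micro-vesicles (low), QL9 vesicles with 0.7% DMSO (high) | detection = cytometric PE anti-B7-1 and Alexa647 anti-CD8 signals after 1% paraformaldehyde fixation | incubation = binding step 1.5 h, 37 °C, antibody labelling 20 min, ice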
UTI89 phage lysis: inhibition of K1F phage lysis, E. coli UTI89, bacterial capsule biogenesis inhibitors, alamar blue (AID 488966). E. coli UTI89 K1F phage lysis, alamar blue, 2 h; higher % means a stronger effect. inhibition, % at 100 µM; hits with a dose series show IC50 in µM. 340,000 tested, 0.02% active;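 active = phage lysis inhibition, versus mean bacterial control, above a set limit; inconclusive = no clear call, values can overlap the other calls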;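 note: capsule biogenesis inhibitors block K1F phage lysis so surviving cells raise fluorescence; higher fluorescence means more inhibition of phage lysis; actives were called in the ten point dose series up to 300 µM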
Rac1 GTP hydrolysis: MgcRacGAP GTPase-activating activity inhibitors, confirmation, biochemical, ADP Hunter fluorescence | one-dose inhibition, % at 30 µM; IC50 in µM for titrated hits | MgcRacGAP-stimulated Rac1 GTP hydrolysis, ADP Hunter fluorescence; higher % means a stronger effect; GST-tagged Rac1 F28L mutant substrate | 340,000 tested, 0.6% active;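 active = first-screen hits whose inhibition reached a set limit at any dose in the follow-up dose series; inconclusive = inhibition above the set first-screen limit but never retested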;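 note: fluorescence reports GDP produced by GAP-driven GTP hydrolysis; strong numbers were not always called active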
Myeloid diff 2: promotes myeloid progenitor differentiation; 360,000 tested, 1% active; AID 624256; ER-HoxA9 myeloid progenitors, lysozyme-GFP differentiation, flow cytometry; calls only at 10 µM;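 active = normalized GFP-positive differentiation at or above the plate's own cutoff, the solvent-only control mean plus 3 SD; inconclusive = no clear call, values can overlap the other calls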;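 note: cells exposed to compound for four days before flow analysis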
RSV CPE inhibition: inhibition of RSV-induced cytopathic effect – HEp-2 cells, primary 10 µM value included (AID 2391) | 310,000 tested, 0.13% active | one-dose CPE inhibition, % at 10 µM; IC50 in µM for titrated hits | HEp-2 cells, RSV-induced CPE inhibition; higher % means a stronger effect; in the data active = a potency from the dose series; inconclusive = CPE inhibition mostly from about 23% at the one dose, without a potency; inactive = the rest, 99 in 100 with CPE inhibition below about 21%; note: strong numbers were not always called active
NTR1 agonist: agonists of NTR1, primary screen, imaging, U2OS cells, beta-arrestin-GFP, high content (AID 493036). NTR1-U2OS beta-arrestin-GFP spot imaging, agonist mode. 330,000 tested, 0.17% active. activation, % at 20 µM;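 active = activation at or above 40% of the spot to cytoplasm intensity ratio, with at least 20 cells analyzed; inconclusive = wells under 20 cells, flagged as cytotoxic or low count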;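 note: 0% = DMSO without peptide and 100% = 100 nM NTR1 peptide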
Target sequence (P30989 whole entry, looked up): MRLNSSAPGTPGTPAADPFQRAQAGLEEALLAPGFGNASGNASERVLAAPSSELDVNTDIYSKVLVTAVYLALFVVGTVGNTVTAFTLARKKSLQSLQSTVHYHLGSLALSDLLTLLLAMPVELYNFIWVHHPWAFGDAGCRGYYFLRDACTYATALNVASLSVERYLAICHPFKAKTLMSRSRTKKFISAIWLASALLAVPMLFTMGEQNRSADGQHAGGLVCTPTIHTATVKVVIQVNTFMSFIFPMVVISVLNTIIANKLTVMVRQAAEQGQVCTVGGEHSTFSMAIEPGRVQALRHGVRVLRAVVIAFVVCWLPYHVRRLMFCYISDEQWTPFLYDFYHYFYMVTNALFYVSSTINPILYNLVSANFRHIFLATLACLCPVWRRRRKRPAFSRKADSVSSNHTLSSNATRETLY
T cell modulator vesicle-bound %: second read-out of T cell modulator, no call of its own (marks repeat the call); double positive events, %; measured here: CD8+ vesicle-bound cell fraction;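 binding gate set so that unloaded-vesicle control wells show 10% double positive cells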
NTR1 agonist cell count 20 µM: recorded beside NTR1 agonist, whose call it bears; cell count; measured here: cell count, cytotoxicity flag
Myeloid diff 2 GFP+ MAC1+ %: recorded beside Myeloid diff 2, whose call it bears; GFP+ MAC1+ double positive, %; measured here: differentiation confirmed by MAC1 staining
Active calls of the source: *; i = inactive; ? = inconclusive; / = not tested or not shown; [ ] = remark or other dose.

Each structure is followed by: UTI89 phage lysis	Large T inhibition	TNAP activation fold	T cell modulator vesicle-bound %	PhoP inhibition	Myeloid diff 2	T cell modulator	Rac1 GTP hydrolysis	NTR1 agonist cell count 20 µM	NTR1 agonist	Myeloid diff 2 GFP+ MAC1+ %	RSV CPE inhibition
COc1cccc(N2C(=O)C3ON(c4ccccc4)C(c4cccs4)C3C2=O)c1 (centres undefined)
  -0.7%	5%	1.1	38	0%	i	i	2%	56	-0.2	3.0	2.2%
CCOC(=O)c1[nH]c2ccc(Cl)cc2c1NC(=O)/C=C/c1ccc2c(c1)OCO2
  1.4%[50 µM]	-1%	1	46	-18%	i	i	8%	67	10	0.3	0.0%
COc1ccc2c(c1)CC(C1(O)C(=O)N(C)c3ccccc31)C2=O (centres undefined)
  6.4%	8%	1.1	58	-7%	i	i	1%	30	0.7	1.0	3.1%
Cc1nn(-c2ccccc2)c(Cl)c1/C=N/NC(N)=O
  6.1%	7%	/	19	-1%	i	i	10%	52	-0.3	0.3	-1.8%
CCN(CC)S(=O)(=O)c1ccc(N2CC(C(=O)NC3(C)CCS(=O)(=O)C3)CC2=O)cc1 (centres undefined)
  0.0%[50 µM]	/	/	11	/	i	i	6%	67	-1.5	0.1	-0.4%
N#Cc1ccccc1NC(=O)CN1C(=O)NC2(CCCC2)C1=O
  -0.1%	6%	/	25	0%	i	i	3%	48	-1.2	3.1	1.9%
CCNC(=S)NNC(=O)c1cccc(Br)c1
  0.5%	16%	1.6	38	-8%	i	i	12%	53	-0.5	2.1	-1.6%
OCCCNc1nc(-c2ccc(Cl)cc2)nc2ccccc12
  -0.1%	3%	/	42	-5%	i	i	15%	77	6.2	0.4	48%
CC(C)c1cc(C(=O)Nc2cccnc2)no1
  0.3%	1%	1.1	11	8%	i	i	-8%	84	-0.2	7.0	0.3%
COc1ccc(-n2nnnc2SCC(=O)c2ccc(OC)c(OC)c2)cc1
  0.0%	8%	1	18	-5%	i	i	6%	52	-0.7	4.8	8.2%
CC(C)Oc1cccc(C(=O)Nc2ccccc2N2CCOCC2)c1
  -1.4%	1%	1	37	-11%	i	i	4%	88	2.0	0.4	3.5%
Cc1ccc(N=c2sc(C)c(C)n2C)cc1
  7.5%	17%	1.1	41	4%	i	i	12%	59	-0.9	0.4	0.4%
COc1ccccc1NC(=O)CSc1nnnn1-c1ccc(F)cc1
  0.1%	4%	/	53	2%	/	i	2%	65	-0.5	/	2.3%
CC1=CC2(O)OCCN(CCO)C2=CC1=O (centres undefined)
  0.8%	23%	1	12	4%	i	i	2%	44	0.2	0.5	1.2%
Cc1cc2cc3c(=O)[nH]c(=O)[nH]c3nc2cc1C
  /	-2%	/	44	3%	/	i	/	87	-2.7	/	2.6%
Cc1cc(C)cc(NS(=O)(=O)c2ccc(F)cc2)c1
  0.1%[50 µM]	18%	/	41	6%	i	i	-2%	59	0.1	0.9	0.8%
CCN1C(=O)C(C(=O)c2ccccc2)SC1=S (centres undefined)
  -0.4%	7%	1.1	23	-4%	i	i	3%	45	1.1	0.3	2.4%
O=C1c2ccccc2C(=O)N1CCCCN(C(=O)c1cc([N+](=O)[O-])cc([N+](=O)[O-])c1)c1ccc(Cl)cc1
  -0.5%[50 µM]	4%	0.8	50	-1%	/	i	3%	62	6.4	/	46%
O=C(OCC(=O)N1CCN(C(=O)c2ccco2)CC1)c1ccc(Cl)c(Cl)c1
  0.2%[50 µM]	/	/	38	/	i	i	5%	76	0.7	1.1	0.1%
COc1ccc(OC)c(C(=O)CSc2nc3ncccc3[nH]2)c1
  0.5%	7%	0.4	3	-10%	i	i	6%	67	0.0	1.1	1.7%
C=CCc1cccc2cc(C(=O)NCc3cccnc3)c(=O)oc12
  3.2%[50 µM]	24%	1	30	-5%	i	i	24%	55	0.4	5.5	3.1%
CCN(CC)CCCNC(=O)c1ccc2c3n(nc2c1)-c1ccc(Cl)cc1CO3
  1.4%	5%	/	/	/	i	/	14%	50	0.9	1.8	-1.9%
CC(=O)Nc1ccc(NC(=O)C2CCCN(c3ncccn3)C2)cc1 (centres undefined)
  -0.2%	4%	1	26	1%	i	i	4%	87	8.7	0.9	1.4%
O=C(NC1CS(=O)(=O)CC1NCc1ccco1)c1ccccc1 (centres undefined)
  -1.1%	8%	1.1	58	22%	i	i	11%	53	0.4	1.7	0.8%
Cc1ccc(C)c(NC(=S)NC(C)C(c2cccs2)N2CCOCC2)c1 (centres undefined)
  -0.1%	15%	1	20	1%	i	i	13%	96	0.7	0.8	0.4%
CCCCn1c(N)c(N(CCOC)C(=O)c2cc(-c3ccc(C)cc3)nc3ccccc23)c(=O)[nH]c1=O
  -1.4%	1%	/	15	-5%	/	i	5%	66	1.5	/	-0.8%
Cc1[nH]c(C)c(S(=O)(=O)NCc2ccc(F)cc2)c1C(=O)N1CCCC1
  0.2%	-3%	/	46	-2%	i	i	7%	71	-1.0	6.3	-0.1%
Cc1ccc(C)n1-c1nccc(-c2cccs2)n1
  1.4%	10%	1	50	9%	i	i	3%	67	1.9	0.8	3.2%
COc1ccc(C(=O)NNC(=O)CN(C)S(=O)(=O)c2ccc(Cl)cc2)c(OC)c1OC
  1.5%[50 µM]	3%	/	33	-6%	i	i	4%	49	-0.9	0.2	0.8%
CN(C)S(=O)(=O)c1ccc(NC(=O)CCCNC(=O)c2ccc(Cl)cc2)cc1
  0.6%	5%	/	20	-5%	i	i	5%	94	1.1	0.5	-1.3%
CCOC(=O)c1c(NC(=O)CSc2nnc(C)c(=O)[nH]2)sc(C)c1C
  /	10%	1.1	60	3%	/	i	/	41	0.3	/	0.3%
C[C@H]1CCC[C@@]2(O[C@H](CCO)C[C@H](O)[C@H]2O)O1
  -0.1%	12%	/	60	-10%	i	i	-5%	99	-0.8	4.7	2.0%
O=[N+]([O-])c1cc([N+](=O)[O-])c2cc(-c3cccnc3)[nH]c2c1
  0.6%	14%	/	51	/	i	i	7%	49	-0.1	0.7	5.1%
Cc1c(CNC(=O)C2CCC(=O)N(CCc3ccccc3)C2)cnn1C (centres undefined)
  0.3%	8%	/	33	6%	?	i	3%	66	1.9	/	0.0%
Cc1ccc2cc(CN(CC3CCCO3)S(=O)(=O)c3cccc4nsnc34)c(=O)[nH]c2c1 (centres undefined)
  -1.2%	1%	0.9	48	-4%	i	i	-1%	66	1.0	4.6	-0.9%
COc1ccc(CNS(=O)(=O)c2ccc3c(c2)CC(C)N3C(=O)C2CC2)cc1 (centres undefined)
  0.2%	4%	/	10	1%	i	i	6%	72	2.4	0.9	0.7%
O=C(COC(=O)CN1C(=O)C2CC=CCC2C1=O)Nc1cc(C(F)(F)F)ccc1N1CCOCC1 (centres undefined)
  0.2%	4%	1.1	21	-12%	i	i	0%	102	-1.6	0.7	1.7%
COc1ccc(N=c2ssnc2Cl)cc1
  -3.6%	17%	1.2	38	-1%	i	i	13%	53	0.2	4.1	1.0%
COc1ccc(-n2ccnc2SCC(=O)Nc2ccccc2)cc1
  2.3%[50 µM]	15%	1.1	21	-3%	i	i	6%	63	-0.1	0.7	5.2%
O=C(CN1CCN(Cc2ccc3c(c2)OCO3)CC1)Nc1ccc(F)cc1
  -0.1%	25%	1.1	6	8%	i	i	1%	66	0.0	0.7	-0.8%
O=C1NCCN(Cc2c(F)cccc2Cl)C1CC(=O)N1CCCCO1 (centres undefined)
  -0.3%	4%	1.1	52	-1%	i	i	-2%	71	4.1	0.2	2.4%
CCc1ccccc1NC(=S)N1CCN(c2ccccn2)CC1
  2.2%	10%	1.1	48	9%	i	i	9%	50	3.0	0.3	0.3%
CCOc1ncccc1C(=O)N=c1sccn1C
  0.1%	8%	/	23	-4%	i	i	0%	54	-0.9	1.8	1.4%
CC1=NN(C(=O)c2ccc(Cn3nc(C)c([N+](=O)[O-])c3C)o2)C(O)(C(F)(F)F)C1 (centres undefined)
  7.3%	4%	1.2	51	-8%	i	i	9%	38	-1.3	0.2	1.5%
CCSc1nnc(NC(=O)c2ccc(C)o2)s1
  2.3%	14%	1.2	33	6%	i	i	3%	103	-1.6	0.6	2.0%
CNC(=O)CSc1nnc(-c2cccs2)o1
  0.8%	8%	1	54	-1%	i	i	8%	86	-1.1	1.0	-0.3%
S=c1[nH]nc(C2CCCCC2)n1/N=C/c1ccccc1Br
  0.3%[50 µM]	4%	/	11	6%	i	i	16%	101	7.3	0.3	3.4%
Cc1ccc(OCCN2CCNCC2)c([N+](=O)[O-])c1
  -0.4%	25%	1.1	47	7%	i	i	22%	80	-1.0	0.3	-1.2%
Nc1ccc(N2CCCCC2)c(S(=O)(=O)Nc2ccccc2Cl)c1
  0.2%	26%	/	18	-3%	i	i	5%	60	5.9	0.6	17%

Screening results as filed in PubChem BioAssay.
